Assay outcomes: PubChem BioAssay, several laboratories
FadD28 FP inh: inhibitors of Mycobacterium tuberculosis FadD28 bisubstrate binding. FadD28 bisubstrate probe binding, fluorescence polarization. inhibition, % at 12.5 µM. 360,000 compounds, 0.22% hits. AID 588549; in the data active = inhibition above about 8.5%, passing the limit was not always enough; inconclusive = no clear call, values can overlap the other calls
Anthrax LF prot: anthrax lethal factor protease inhibition. inhibition, % at 10 µM. multiplex microsphere protease cleavage assay, LF. 360,000 compounds, 0.12% hits; note: plate controls were buffer without enzyme for full effect and enzyme alone for no effect
Target sequence (P15917 whole entry, looked up): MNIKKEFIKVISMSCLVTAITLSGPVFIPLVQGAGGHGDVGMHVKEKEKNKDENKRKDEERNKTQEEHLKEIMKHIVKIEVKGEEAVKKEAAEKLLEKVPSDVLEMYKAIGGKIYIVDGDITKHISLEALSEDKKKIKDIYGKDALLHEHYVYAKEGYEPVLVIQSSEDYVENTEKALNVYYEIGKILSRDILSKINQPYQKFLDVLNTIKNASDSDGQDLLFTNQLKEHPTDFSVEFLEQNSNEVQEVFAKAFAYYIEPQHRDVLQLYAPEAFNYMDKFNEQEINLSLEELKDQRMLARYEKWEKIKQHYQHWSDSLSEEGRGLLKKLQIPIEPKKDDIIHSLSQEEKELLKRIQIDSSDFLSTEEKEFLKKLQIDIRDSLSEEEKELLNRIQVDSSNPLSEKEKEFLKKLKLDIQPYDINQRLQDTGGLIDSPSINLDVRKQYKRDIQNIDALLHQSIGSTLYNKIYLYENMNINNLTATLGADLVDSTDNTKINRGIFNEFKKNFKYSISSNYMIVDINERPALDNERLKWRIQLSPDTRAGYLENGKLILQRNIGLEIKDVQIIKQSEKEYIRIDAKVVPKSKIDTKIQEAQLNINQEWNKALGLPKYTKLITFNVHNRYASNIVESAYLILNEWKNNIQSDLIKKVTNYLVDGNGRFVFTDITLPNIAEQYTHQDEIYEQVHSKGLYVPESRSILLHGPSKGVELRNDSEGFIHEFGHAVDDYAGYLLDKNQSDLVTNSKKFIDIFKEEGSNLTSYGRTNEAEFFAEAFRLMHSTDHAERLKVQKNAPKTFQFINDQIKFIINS
GDH-TPI counter: counter-screen for M. tuberculosis FBA inhibitors: GDH-TPI coupled enzymes | 360,000 compounds, 1.2% hits | inhibition, % at 4.8 µM | AID 588335 | GDH-TPI coupled enzyme counterscreen, NADH absorbance; in the data active = inhibition above about 30%;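 note: 0% = DMSO wells and 100% = wells lacking the enzyme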
Mtb BioA inh: BioA (M. tuberculosis) enzyme inhibition | inhibition, % at 9.99 µM | 360,000 compounds, 0.096% hits | purified M. tuberculosis BioA enzyme, plate reader; in the data active = inhibition above about 40%; inconclusive = no clear call, values can overlap the other calls
FBA Mtb inh: inhibitors of M. tuberculosis fructose-bisphosphate aldolase; AID 588726; P9WQA3; 360,000 compounds, 2.3% hits; purified M. tuberculosis FBA, fluorescence read-out; inhibition, % at 1 µM; in the data active = inhibition above about 27%;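 note: 0% = vehicle and 100% = reference inhibitor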
UGM FP inh: inhibitors of M. tuberculosis UDP-galactopyranose mutase. AID 504406. P9WIQ1. purified UGM, fluorescence polarization probe displacement. inhibition, % at 10 µM. 320,000 compounds, 0.06% hits; in the data active = inhibition above about 10%, passing the limit was not always enough; inconclusive = no clear call, values can overlap the other calls
PfHsp40 yeast: restores yeast growth despite PfHsp40 toxicity; AID 504582; growth rescue, % at 12.5 µM; S. cerevisiae expressing PfHsp40, growth rescue, ATP luminescence; 340,000 compounds, 0.68% hits; in the data active = growth rescue above about 28%, passing the limit was not always enough; inconclusive = no clear call, values can overlap the other calls;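 note: yeast W303a lacking pdr1 and pdr3 grown in galactose medium; growth measured after three days at 30 °C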
BoNT-F LC inh: inhibitors of Botulinum neurotoxin F light chain protease; Multiplex microsphere protease cleavage assay, flow cytometry; inhibition, % at 10 µM; 360,000 compounds, 0.22% hits; AID 588497; in the data active = inhibition above about 35%, passing the limit was not always enough; inconclusive = no clear call, values can overlap the other calls; note: plate controls were buffer without enzyme for full effect and enzyme alone for no effect
BoNT-A LC inh2: BoNT A light chain protease inhibition; multiplex microsphere protease substrate cleavage, flow cytometry; inhibition, % at 10 µM; 360,000 compounds, 0.17% hits; AID 588499; note: plate controls were buffer without enzyme for full effect and enzyme alone for no effect
The depositor's hits bear a star; ? = inconclusive; nt = not tested or not shown. Cut-off read from the data, not from the text of the source, unless noted: active = inhibition above about 30%; inconclusive = no clear call, values can overlap the other calls; inactive = below that. The order is random; about 4.7% have a hit in one of these screens.

Sample of the layout:
SMILES | FadD28 FP inh | Anthrax LF prot | GDH-TPI counter | Mtb BioA inh | FBA Mtb inh | UGM FP inh | PfHsp40 yeast | BoNT-F LC inh | BoNT-A LC inh2
Cc1ccccc1-n1nc(C)c2cc(C(=O)NC3CC3)sc21 | -4.8 | -7 | 6 | 4.2 | 2 | -0.9 | -1.0 | -4 | -1.9
O=C(NCC1COc2ccccc2O1)c1cccc(S(=O)(=O)N2CCCCC2)c1 (configuration not stated) | -2.9 | 10 | -5 | 0.3 | 3 | 1.2 | -0.9 | 10 | 0.1
O=C(NCCS(=O)(=O)N1CCN(c2ccccc2)CC1)C1CCCCC1 | -0.2 | -5 | 5 | -1.2 | 0 | nt | nt | 4 | -0.1
CCCCCCC[C@@H](C/C=C/CCC(=O)O)OC | -3.2 | -1 | 0 | 1.9 | -2 | nt | -0.1 | -7 | -0.1
O=C(NCCc1ccc2c(c1)OCCO2)c1cc2ccccc2o1 | -1.5 | 4 | 4 | 3.9 | 6 | 1.7 | -1.3 | 4 | 0.8

The list itself, repeating the preview:
SMILES | FadD28 FP inh | Anthrax LF prot | GDH-TPI counter | Mtb BioA inh | FBA Mtb inh | UGM FP inh | PfHsp40 yeast | BoNT-F LC inh | BoNT-A LC inh2
Cc1ccccc1-n1nc(C)c2cc(C(=O)NC3CC3)sc21 | -4.8 | -7 | 6 | 4.2 | 2 | -0.9 | -1.0 | -4 | -1.9
O=C(NCC1COc2ccccc2O1)c1cccc(S(=O)(=O)N2CCCCC2)c1 (configuration not stated) | -2.9 | 10 | -5 | 0.3 | 3 | 1.2 | -0.9 | 10 | 0.1
O=C(NCCS(=O)(=O)N1CCN(c2ccccc2)CC1)C1CCCCC1 | -0.2 | -5 | 5 | -1.2 | 0 | nt | nt | 4 | -0.1
CCCCCCC[C@@H](C/C=C/CCC(=O)O)OC | -3.2 | -1 | 0 | 1.9 | -2 | nt | -0.1 | -7 | -0.1
O=C(NCCc1ccc2c(c1)OCCO2)c1cc2ccccc2o1 | -1.5 | 4 | 4 | 3.9 | 6 | 1.7 | -1.3 | 4 | 0.8
COc1ccc(NC(=O)CSCC(=O)N(C)Cc2c(F)cccc2Cl)cc1 | 0.0 | -1 | 1 | 0.6 | 0 | -0.8 | 0.4 | 6 | -2.5
COCCn1c(=O)[nH]c2cc(C(=O)Nc3ccc(OC)c(Cl)c3)ccc2c1=O | -1.6 | -6 | -2 | -0.8 | 3 | 0.3 | 0.7 | -3 | -2.0
O=[N+]([O-])c1ccc(C[n+]2ccccc2)cc1 | -2.3 | -2 | 6 | -1.2 | 6 | 0.6 | 0.4 | -1 | 0.7
Cc1cccc(OCC(=O)Nc2cc(C)c(C)cc2O)c1 | -1.4 | -6 | 8 | -0.8 | -2 | -0.3 | 0.0 | 2 | -0.7
C=CCOC(=O)CN1C(=O)c2ccccc2C1=O | -5.3 | -2 | -5 | -0.9 | 0 | -2.3 | -0.2 | 1 | 0.3
CCOc1ccccc1OCCN1CCC(Cc2ccccc2)CC1 | 1.3 | -6 | 4 | 0.2 | 3 | 0.6 | -2.1 | -9 | -0.4
Cc1ccc(-c2cc(C(=O)NCC3(N(C)C)CCCCC3)c3ccccc3n2)o1 | -2.4 | -3 | 26 | 0.6 | 29* | nt | nt | -4 | -0.3
CC(C)CC(=O)NC(=S)Nc1ccc(NC(=O)c2ccco2)cc1 | -5.7 | -2 | -1 | -2.1 | 1 | 1.6 | -1.1 | -5 | -0.5
O=c1[nH]n(CCO)c(=O)c2cccnc12 | -2.3 | -13 | 12 | nt | -1 | -2.8 | -0.3 | ? | ?
O=C(NNC1=C(C(=O)C(F)(F)F)CCC1)c1cccc(Cl)c1 | -1.9 | 1 | 9 | -0.2 | 0 | -0.8 | 54* | 1 | -0.8
CCOC(=O)CSc1nc2cc(OCC)ccc2cc1C#N | 0.6 | -1 | 16 | -2.4 | 12 | 2.6 | 2.2 | 5 | -1.5
CCOC(=O)CCCCC(=O)c1[nH]c(=O)[nH]c1C[n+]1ccc(C)cc1 | -2.8 | -3 | 3 | -1.3 | 4 | 3.2 | 0.3 | -2 | 0.4
Cc1ccc(NS(=O)(=O)c2cc(NC(=O)c3cc4c(s3)CCCC4)ccc2C)c(C)c1 | 7.1 | -1 | 22 | -2.4 | 3 | 1.2 | 1.6 | 1 | 1.1
CCOc1cc(/C=C2\C(=O)N(CCC#N)N=C2C)ccc1OCC(N)=O | 1.0 | 2 | 0 | nt | -6 | -0.3 | -0.7 | 9 | 1.9
O=C(Cc1c(F)cccc1Cl)Nc1ccc(S(=O)(=O)N2CCCC2)cc1 | -4.2 | -3 | -8 | 1.2 | 1 | 3.9 | -0.7 | -3 | -1.4
Cc1ccn2cc(-c3cccc(NC(=O)C(C)C)c3)nc2c1 | -4.6 | 0 | 10 | nt | 40* | 3.0 | 1.9 | -1 | -0.9
Cn1c(CSCc2ccc(Cl)cc2)nnc1SCC(=O)Nc1nccs1 | 0.5 | 0 | -7 | -1.2 | 1 | -1.5 | -0.8 | -1 | 0.4
Cc1ccc(Cn2c(CCCO)nc3ccccc32)cc1 | -1.4 | 14 | -4 | 7.7 | 0 | -1.8 | 0.4 | ? | 0.1
COc1cc(NC(=O)Cn2ccsc2=N)c(C)cc1[N+](=O)[O-] | -0.9 | -4 | 13 | nt | 0 | 1.6 | -0.3 | -1 | -0.5
O=C(NC1CCCCC1)[C@H](CSCc1ccccc1)N1Cc2ccccc2C1=O | 0.9 | -6 | 4 | 0.8 | 1 | 0.9 | 1.5 | 1 | -0.5
(list continues)
SMILES | FadD28 FP inh | Anthrax LF prot | GDH-TPI counter | Mtb BioA inh | FBA Mtb inh | UGM FP inh | PfHsp40 yeast | BoNT-F LC inh | BoNT-A LC inh2
CCSc1nnc(NC(=O)CCn2c(=O)oc3ccccc32)s1 | 1.1 | -2 | 3 | -1.7 | -1 | 1.2 | -0.6 | -3 | -0.6
CCN1C(=O)N(C)[C@@H](c2ccccc2)C(C(C)=O)=C1C | 0.3 | 3 | 18 | -3.0 | 3 | 2.2 | -1.4 | 2 | -0.3
CC(=O)Nc1sc2c(c1C(N)=O)CCC2 | -3.7 | 3 | -1 | 0.6 | -2 | -2.5 | -0.1 | ? | 1.1
CCN(CC)CC(C)(C)COC(=O)c1oc2ccccc2c1C | -4.8 | -4 | -3 | -1.3 | 6 | 0.7 | -0.1 | 4 | -0.9
c1ccc(OCCN2CCN(C(c3ccccc3)c3ccccc3)CC2)cc1 | -1.3 | 6 | 10 | -2.6 | 0 | 0.6 | 1.9 | ? | -0.2
CC1CCCN(C(C(=O)Nc2ccc(C(C)C)cc2)c2ccc3c(c2)OCO3)C1 (configuration not stated) | -2.7 | -5 | -4 | -1.6 | -1 | 2.0 | 0.0 | -12 | -0.4
CCCc1cc(=O)[nH]c(SCC(=O)Nc2ccc(N3CCCCC3)cc2)n1 | -1.2 | -6 | 0 | -0.1 | -2 | -0.4 | 1.2 | -7 | 0.1
COc1ccc(CNC(=O)c2c(-c3cc(Cl)c(OC)c(Cl)c3)noc2C)cc1 | -0.7 | 2 | 3 | -4.4 | 3 | 0.8 | 0.2 | 10 | 0.2
CC(C)CCn1c(SCC(=O)c2ccccc2)nc2c1c(=O)[nH]c(=O)n2C | -1.7 | -3 | 2 | -1.3 | -1 | 0.9 | 0.5 | -6 | -0.2
COc1cccc(-c2cc(CNC(=O)[C@H]3O[C@@H](n4ccc(=O)[nH]c4=O)[C@H](O)[C@@H]3O)no2)c1 | -5.2 | 2 | nt | 0.0 | -1 | nt | nt | -7 | -0.1
Cc1cc(NC(=O)C2CC(c3ccc(F)cc3)=NO2)no1 (configuration not stated) | -0.1 | -2 | -21 | 0.6 | 1 | 0.7 | 0.6 | 2 | -1.2
COc1ccc(NC(=O)c2oc3ccccc3c2NC(=O)c2ccc(OC)c(OC)c2)c(OC)c1 | -0.8 | -11 | 11 | nt | 3 | nt | -0.4 | -3 | 0.4
Cc1ccc(C)c(NC(=S)NC2CC3CCC(C2)N3Cc2ccco2)c1 (configuration not stated) | -0.2 | -3 | 4 | 0.4 | 2 | 2.5 | -0.4 | 11 | 0.5
O=C(O)CCc1ccc(-c2ccccc2)n1NC(=O)c1sc2ccccc2c1Cl | 2.4 | nt | 16 | 2.7 | 2 | 2.2 | 0.3 | nt | nt
CN1CCN(c2nc3c(c(=O)[nH]c(=O)n3C)n2CCOc2ccccc2)CC1 | -2.2 | -3 | -4 | nt | 0 | nt | 0.0 | 7 | 0.0
O=C(CSC1=NCCS1)N1CCCC1 | -3.9 | -1 | -1 | 0.4 | 6 | 0.5 | -0.5 | -3 | -0.1
Cc1cc2cc3c(cc2nc1SCC(=O)O)OCCO3 | -0.9 | -7 | 33* | 0.6 | 4 | -0.6 | -1.8 | -22 | -2.1
C=CCOC(=O)C1=C(C)NC(C)=C(C(=O)OCC=C)C1c1cccs1 | -9.5 | -5 | 4 | 0.5 | 0 | 4.5 | 0.0 | -9 | -0.4
Nc1nnc(COc2ccc(Br)cc2Br)s1 | -3.7 | 2 | -5 | -0.1 | 1 | -4.0 | -0.4 | 2 | 0.5
CCc1nc(N2CCN(C(=O)CCCl)CC2)c2c3c(sc2n1)CCCC3 | 0.5 | -9 | 11 | 2.2 | 0 | nt | nt | -5 | -0.5
CCN(CC)CC(=O)Nc1ccc(-c2nc3cc(NC(=O)CN(CC)CC)ccc3o2)cc1 | -2.9 | -6 | 16 | 0.2 | 88* | -2.6 | -1.6 | 3 | 1.6
Cc1sc(NC(=O)c2cccc(N3C(=O)CCC3=O)c2)nc1-c1ccccc1 | -4.3 | -2 | 14 | 1.1 | 2 | 5.5 | 1.6 | -8 | -2.9
NC(=O)COC(=O)c1ccccc1OCc1ccccc1Cl | -2.2 | -7 | 0 | nt | 0 | -0.9 | -1.0 | -1 | -1.2
Cc1ccccc1NC(=O)CCC(=O)N/N=C/c1cc([N+](=O)[O-])ccc1O | -0.8 | -2 | 24 | -1.2 | -5 | -1.0 | -1.7 | -6 | -1.5
CC(C)(O)C#Cc1ccc(CN2CCN(C3CCCC3)C(CCO)C2)cc1 (configuration not stated) | -4.2 | 2 | -1 | nt | 1 | -1.3 | -0.8 | -13 | -0.3
Next section
SMILES | FadD28 FP inh | Anthrax LF prot | GDH-TPI counter | Mtb BioA inh | FBA Mtb inh | UGM FP inh | PfHsp40 yeast | BoNT-F LC inh | BoNT-A LC inh2
CCOc1cc(CN2CCN(c3cccc(C(F)(F)F)c3)CC2)ccc1O | -5.4 | -3 | -12 | 3.0 | -1 | 0.2 | -0.4 | -1 | 1.1
COc1cc(C(=O)Nc2nnc(Cc3ccccc3)s2)cc(OC)c1OC | -3.1 | 17 | 1 | 0.7 | 2 | -1.8 | 0.8 | -5 | -2.5
Cc1ccc(S(=O)(=O)N2CCC(C(=O)Nc3ccncc3)CC2)cc1 | -4.2 | 1 | -7 | 1.3 | 0 | -0.9 | -1.0 | 9 | -0.3
CC1CCN(C(=S)NC(=O)c2ccccc2Br)CC1 | -1.8 | -5 | 1 | -0.6 | -1 | 1.0 | -0.6 | 2 | 0.0
CCc1nn2c(=O)cc(CSc3nc(C)cc(=O)[nH]3)nc2s1 | -0.7 | -11 | 13 | 1.1 | -1 | -0.7 | 0.1 | 0 | -0.6
CSc1ncc(-c2ccc(Cl)cc2)[nH]1 | 0.4 | nt | -2 | 0.3 | 0 | 1.0 | 1.1 | nt | nt
O=C(NCC1CCCO1)c1ccc(Br)c(S(=O)(=O)N2CCOCC2)c1 (configuration not stated) | nt | -2 | -3 | -3.0 | 4 | 2.9 | 0.3 | -1 | -0.5
O=C(CCc1nnc(CCCCc2ccccc2)o1)NCCN1CCCCC1=O | -2.8 | -5 | -11 | 0.2 | 2 | 0.8 | 1.8 | -1 | -0.7
COc1ccc(C(=O)C(=O)c2ccc(OCCO)cc2)cc1 | -3.2 | 4 | 15 | 0.2 | 2 | 0.0 | -0.9 | 2 | -0.4
O=C(CSc1nncn1-c1ccccn1)Nc1ccccc1Cl | 0.3 | 0 | -7 | 5.2 | -3 | 1.0 | 0.4 | 12 | -1.5
CCCN(CCC)CC(O)CN(c1ccccc1)S(=O)(=O)c1ccc(C)cc1 (configuration not stated) | -0.4 | nt | 10 | 0.7 | 1 | 0.1 | 0.8 | nt | nt
